West Nile virus CPE – inhibition of WNV-induced cytopathic effect – cell-based, CPE readout (AID 1621) | 290,000 compounds, 0.02% hits | West Nile virus-infected cells, CPE inhibition; higher % means a stronger effect | CPE inhibition, % at 10 µM, or IC50 in µM where a hit was titrated; in the data active = a potency from the dose series; inconclusive = CPE inhibition mostly from about 3.7% at the one dose, without a potency; inactive = the rest, 99 in 100 with CPE inhibition below about 2.2%; note: strong numbers were not always called active
GPR55 activation – selective activators of receptor GPR55 – imaging, U2OS cells, beta-arrestin-GFP redistribution, primary screen (AID 1961) | activation, % at 10 µM, or EC50 in µM where a hit was titrated | 290,000 compounds, 0.048% hits | U2OS GPR55 beta-arrestin-GFP redistribution imaging; higher % means a stronger effect;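 active = activation above 40% with more than 50 cells counted in the well; inconclusive = wells holding fewer than 50 cells, flagged as toxic or sparse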;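 note: U2OS osteosarcoma cells stably expressing GPR55 and beta-arrestin-GFP; plate controls were DMSO negative control for no effect and LPI positive control for full effect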
NS5 inhibitors – Dengue-2 NS5 methyltransferase inhibitors, primary screen, biochemical, confirmation dose response (AID 588689); Dengue-2 NS5 methyltransferase capping enzyme assay, biochemical; higher % means a stronger effect; inhibition, % at 25 µM; hits with a dose series show IC50 in µM; 340,000 compounds, 0.3% hits; in the data active = a potency from the dose series; inconclusive = inhibition above about 29% without an active follow-up result
GPR35 antagonists – inhibition of zaprinast-stimulated GPR35 beta-arrestin translocation – imaging, U2OS, beta-arrestin-GFP, zaprinast agonist, primary screen (AID 2058) | U2OS GPR35 beta-arrestin-GFP translocation imaging, zaprinast antagonism; higher % means a stronger effect | inhibition, % at 10 µM; hits with a dose series show IC50 in µM | 290,000 compounds, 0.052% hits;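 active = inhibition of at least 50% with at least 30 cells and total cytoplasm GFP at most 10,000,000; inconclusive = under 30 cells or total GFP of 10,000,000 plus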
HIV fusion peptide – cell-free HIV fusion peptide-binding blockers – biochemical, uHTS, fluorescence dequenching, primary screen (AID 1986); cell-free peptide binding, fluorescence dequenching, 30 min; higher % means a stronger effect; 290,000 compounds, 0.3% hits; inhibition, % at 20 µM, or IC50 in µM where a hit was titrated; in the data active = inhibition mostly above about 52%, no sharp cut-off; inactive = mostly below about 76%; note: some results filed as inactive read as strong as hits
NOD1 inhibition – inhibition of NOD1-driven NF-kB reporter – cell-based, luminescence, uHTS, primary screen (AID 1578) | NOD1-driven NF-kB luciferase reporter cells, luminescence; higher % means a stronger effect | 290,000 compounds, 1% hits | one-dose inhibition, % at 4 µM; EC50 in µM for titrated hits; in the data active = inhibition mostly above about 36%, no sharp cut-off; inactive = mostly below about 34%;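 note: HEK-293T reporter cells stimulated with the NOD1 agonist gamma-tri-DAP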
KOR beta-arrestin-1 – kappa opioid receptor blockers – cell-based, luminescence, uHTS (AID 1778) | KOR beta-arrestin recruitment, luminescence, antagonist mode; higher % means a stronger effect | one-dose inhibition, % at 10 µM; IC50 in µM for titrated hits | 290,000 compounds, 0.091% hits; in the data active = inhibition above about 50%; note: strong numbers were not always called active
GPR55 LPI antagonism – GPR55 antagonists blocking LPI-driven arrestin recruitment, primary screen, imaging, U2OS, beta-arrestin-GFP, LPI agonist (AID 2013); U2OS GPR55 beta-arrestin-GFP translocation imaging, LPI antagonism; higher % means a stronger effect; one-dose inhibition, % at 10 µM; IC50 in µM for titrated hits; 290,000 compounds, 0.13% hits;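 active = spots per cell inhibited over 60%, with over 100 cells counted and total cytoplasm intensity under 500,000; inconclusive = wells with under 100 cells, flagged as likely toxic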;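 note: U2OS cells stably carrying GPR55 and arrestin-GFP stimulated by 5 µM LPI near EC80; imaged beta-arrestin-GFP aggregate spots per cell after agonist stimulation; plate controls were LPI-stimulated DMSO wells for no effect and DMSO wells without LPI for full effect; some results filed as inactive read as strong as hits; confirmed hits need IC50 under 10 µM and bright autofluorescent wells are also inconclusive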
KOR beta-arrestin-2 – kappa opioid receptor activators – cell-based, luminescence, uHTS, primary screen (AID 1777) | KOR beta-arrestin recruitment, luminescence; higher % means a stronger effect | activation, % at 10 µM; hits with a dose series show EC50 in µM | 280,000 compounds, 0.02% hits; in the data active = activation above about 50%, passing the limit was not always enough; note: a part of the inactive calls stands beside numbers as strong as those of hits
NS5 inhibitors pilot replicate – second read-out of NS5 inhibitors, no call of its own (marks repeat the call); inhibition, %; measured here: pilot screen replicate inhibition
Starred values were filed as active, the others as inactive; ? = inconclusive; . = no result given; [ ] = remark or other dose. Not all compounds are listed; the hit share may differ from the screen's.

SMILES	West Nile virus CPE	GPR55 activation	NS5 inhibitors	GPR35 antagonists	HIV fusion peptide	NOD1 inhibition	KOR beta-arrestin-1	GPR55 LPI antagonism	KOR beta-arrestin-2	others
Cc1occc1C(=O)Nc1c(Cl)cccc1Cl	0.0%	-0.1%	-8%	-3%	1.0%	1%	19%	5%	-5.2%
Brc1ccc(-c2noc(-c3ccccn3)n2)o1	0.0%	-0.3%	1%	3%	-2.5%	-7%	13%	-9%	-3.8%
Cc1cccc(C(=O)NCC(=O)N2CCOCC2)c1	0.0%	0.6%	-7%	3%	0.7%	-30%	0%	32%	-1.2%
COc1ccc(OCC(=O)NNC(=O)c2cccs2)cc1	-0.2%	0.2%	-16%	-3%	1.3%	27%	0%	17%	1.9%
CN1/C(=C\C(=O)COC(=O)c2ccc(O)cc2)C(C)(C)c2ccccc21	?	-0.3%	-10%	0%	1.4%	1%	-5%	4%	3.1%
CC(C)NC(=O)NC(=O)COC(=O)c1ccc(OC(F)(F)F)cc1	-0.3%	-0.1%	-1%	9%	0.2%	5%	5%	6%	1.6%
O=C(CN1C(=O)c2ccccc2C1=O)N1CCN=C1c1ccccc1	0.2%	0.0%	7%	-5%	-0.4%	11%	21%	3%	-1.5%
Cc1sc2ncn3cnnc3c2c1C	0.1%	-0.2%	-4%	7%	-1.2%	3%	-21%	6%	18%
c1ccc(-n2cnnc2SCc2cn3ccccc3n2)cc1	-0.5%	1.1%	1%	0%	1.9%	-27%	-29%	2%	4.0%
COc1ccc(Br)cc1-c1noc(-c2ccccc2F)n1	1.1%	-0.2%	-12%	16%	-0.4%	-35%	36%	6%	19%
COc1ccc(-n2cc(CNCCCn3ccnc3)c(-c3ccccc3Cl)n2)cc1	-0.8%	0.5%	4%	16%	-0.7%	-10%	16%	8%	-4.1%
COc1ccc2nc(SCC(=O)N3CCCCC3)c(C#N)cc2c1	-0.2%	0.0%	1%	15%	-0.4%	-29%	-36%[20 µM]	-7%	.
Cn1c(O)c(C=NC(CC(N)=O)C(=O)O)c(=O)n(C)c1=O (stereo unspecified)	0.0%	-0.1%	.	3%	-1.6%	0%	5%	16%	4.4%
CC(=O)c1ccc(NC(=O)CN2CCCCCC2)cc1	-0.1%	-0.2%	4%	14%	-0.7%	-31%	-39%	3%	-2.0%
CCOc1ccc(/C=N/Nc2nc(=O)[nH]nc2C)cc1OC	0.6%	0.1%	0%	-16%	-1.3%	-25%	7%	0%	-2.8%
CCNC(=O)N(C(=O)NCC)n1c(C)nnc1C	0.2%	-0.1%	-8%	9%	-2.6%	-22%	2%	9%	0.7%
CN(C)C(=O)c1ccccc1Sc1ccc(Cl)cc1Cl	0.1%	0.0%	0%	0%	0.1%	18%	-40%	-7%	-2.9%
CCc1cc(C(=O)O)c(NC(=O)/C=C/c2ccc(OC)cc2)s1	0.1%	-0.3%	12%	-7%	3.6%	-11%	19%	-6%	3.6%
CCOC(=O)C1CCN(C(=O)c2ccccc2NC(=O)C2=C(C)OCCS2)CC1	0.2%	-0.2%	-5%	8%	-2.9%	10%	5%	-2%	-2.4%
O=C(Nc1ccncc1)c1cccc(S(=O)(=O)N2CCCC2)c1	-0.9%	-0.1%	-6%	-7%	1.7%	12%	2%	4%	-3.6%
CCN(CC)S(=O)(=O)c1cccc(C(=O)Nc2cc(C)nn2-c2ccccc2)c1	-0.6%	-0.2%	3%	4%	-0.3%	9%	-16%	15%	-4.5%
Cc1cc(=O)oc2cc(OCC(=O)Nc3ccc(CN4CCOCC4)cc3)ccc12	0.3%	-0.1%	-12%	11%	1.8%	-9%	3%	4%	-2.0%
c1csc(CNc2nc3ccccc3n2CCN2CCOCC2)c1	-0.9%	-0.1%	6%	12%	3.1%	1%	.	4%	.
O=C(NCC1COc2ccccc2O1)C1CCCN(S(=O)(=O)c2cccc3nsnc23)C1 (stereo unspecified)	-0.6%	-0.1%	18%	6%	-1.9%	18%	-7%	0%	12%
CC(=O)Nc1ccc(/C(C)=N/NC(=O)c2ccc(CN3CCOCC3)cc2)cc1	0.5%	0.3%	-11%	4%	-1.0%	-13%	5%	12%	5.0%
SMILES	West Nile virus CPE	GPR55 activation	NS5 inhibitors	GPR35 antagonists	HIV fusion peptide	NOD1 inhibition	KOR beta-arrestin-1	GPR55 LPI antagonism	KOR beta-arrestin-2	others
O=C1CCC(=O)N1OCCCOc1ccccc1	0.5%	-0.2%	-3%	8%	-0.1%	-1%	17%	1%	-2.6%	NS5 inhibitors pilot replicate=-7.3
CC1CCC2(CC1)NC(=O)c1ccccc1O2 (stereo unspecified)	-0.1%	0.2%	7%	11%	1.4%	-1%	-7%	-12%	-1.2%
Cc1ccc2c(c1)N(CC(=O)NC1CCC(C)CC1)C(=O)CO2 (stereo unspecified)	-0.5%	-0.1%	1%	3%	0.5%	.	8%	18%	2.4%
O=C(c1ccccc1)c1ccc(OCCCN2CCCC2)cc1	-1.1%	-0.4%	-1%	7%	2.2%	-15%	.	3%	-0.5%
CC(C)C[C@@H](CSc1ccc(Br)cc1)N1CCN(CC(C)C)CCC1=O	-1.0%	.	-1%	-3%	2.2%	-6%	8%	15%	2.6%
Cc1ccc2nc(NC(=O)C(NS(=O)(=O)c3cccc4nsnc34)C(C)C)sc2c1 (stereo unspecified)	-0.4%	-0.2%	-1%	-2%	2.6%	-16%	26%	12%	-0.8%
C=CCn1c(SC)nnc1-c1ccc2ncccc2c1	0.2%	0.1%	-8%	8%	0.6%	-4%	19%	-16%	-2.2%
COc1ccc(-c2cc(C(F)(F)F)nc(NCc3cccs3)n2)cc1	-0.4%	0.1%	-1%	-14%	1.4%	-10%	14%	81%	3.0%
CCOC(=O)C1CCCN(C(=O)CCNC(=O)Cn2ccc3ccccc3c2=O)C1 (stereo unspecified)	-0.2%	-0.1%	-6%	-17%	-0.1%	-29%	-6%	5%	0.9%
O=C1CCCC2=C1C(c1ccccc1)NC(=S)N2 (stereo unspecified)	0.1%	0.7%	-4%	5%	-0.9%	-30%	-53%	1%	3.9%
COc1cccc2cc(C(=O)N3CCN(C/C=C/c4ccccc4)CC3)c(=O)oc12	-0.7%	0.2%	-7%	1%	-1.6%	15%	-8%	4%	-3.1%
CC(=O)c1cc2c(cc1NC(=O)c1cc(C)nn1-c1ccccc1)OCO2	.	-0.2%	1%	8%	0.3%	-8%	-37%	3%	0.6%
O=C(O)c1ccccc1C(=O)NNc1ccc(Cl)cc1	0.6%	-0.3%	-3%	-8%	0.7%	-3%	-22%	15%	-0.1%
Cc1cc(C(=O)Nc2ccon2)c(C)o1	-0.2%	-0.1%	-5%	-7%	-0.4%	-22%	-27%	-1%	0.9%
N=c1sccn1CC(=O)Nc1ccc(S(N)(=O)=O)cc1	0.2%	-0.1%	-5%	-1%	2.5%	-4%	6%	10%	-4.1%
Cc1nc2ccccn2c1/C(O)=C1\C(=O)C(=O)N(CCN2CCOCC2)C1c1cccs1 (stereo unspecified)	0.1%	-0.5%	1%	-10%	7.3%	-12%	-20%	-10%	0.9%
C(=C\c1ccccc1)/C=N/Nc1ccc2nncn2n1	0.1%	-0.2%	.	4%	-1.2%	-4%	-3%	-13%	-0.4%
COc1ccc(C(=O)N/N=C2/SCC(=O)N2Cc2ccc3c(c2)OCO3)cc1OC	-0.5%	0.3%	-7%	-5%	-0.1%	-5%	-27%	24%	1.3%
O=C(OCc1nnn(Cc2ccccc2)c1-c1c(COC(=O)c2ccccc2)nnn1Cc1ccccc1)c1ccccc1	-0.7%	-0.1%	5%	10%	-0.7%	-5%	-16%	6%	4.1%
Cc1nc(N2CCN(c3ccccn3)CC2)c2c(C)c(C(=O)Nc3ccc(Br)cc3C)sc2n1	0.4%	0.2%	-9%	5%	0.0%	-12%	-5%	-10%	-1.2%
CC1(C)CC(=O)C(C=NCCN2CCN(C3CC(=O)N(c4ccc(Cl)c(Cl)c4)C3=O)CC2)=C(O)C1 (stereo unspecified)	-0.3%	-0.3%	-12%	-4%	-1.0%	-26%	3%[20 µM]	5%	-5.5%
COc1ccc(C(CNC(=O)COc2ccc(C)c(C)c2)N2CCCCC2)cc1 (stereo unspecified)	-1.1%	-0.1%	-1%	-7%	-0.2%	10%	-7%	9%	-1.4%
O=S(CC1CC1(Cl)Cl)CC1CC1(Cl)Cl (stereo unspecified)	0.2%	0.1%	1%	-1%	-0.4%	21%	12%	10%	-0.4%
CN(C)CC(=O)Nc1cc(C(F)(F)F)ccc1Cl	-0.1%	0.1%	-5%	-4%	-0.1%	-16%	-2%	-13%	0.9%
CC(=O)C1=C(O)C(=O)N(CC#N)C1c1cccs1 (stereo unspecified)	0.2%	0.0%	2%	16%	-0.3%	-15%	-40%	-4%	2.1%
SMILES	West Nile virus CPE	GPR55 activation	NS5 inhibitors	GPR35 antagonists	HIV fusion peptide	NOD1 inhibition	KOR beta-arrestin-1	GPR55 LPI antagonism	KOR beta-arrestin-2	others
O=C(NNc1ccccc1Cl)C(O)(c1cccc(C(F)(F)F)c1)c1cccc(C(F)(F)F)c1	-1.6%	1.1%	-1%	1%	4.4%	-10%	4%	-7%	1.5%
COc1ccc(CCNC(=O)[C@H](C)N2C(=O)N3CCc4c([nH]c5ccccc45)[C@@]3(C)C2=O)cc1	0.1%	0.4%	-4%	-5%	-0.4%	3%	-38%[20 µM]	-1%	-3.3%
CCOC(=O)c1cc(-c2ccc(OC(F)F)cc2)nc2nc(SC)[nH]c(=O)c12	1.0%	-0.2%	-4%	4%	0.9%	-13%	-21%	6%	-0.3%
Cc1cccc(C)c1NC(=O)CSc1nc(C)c(CC(=O)c2ccc(Br)cc2)c(C)c1C#N	0.2%	-0.1%	-8%	20%	6.2%	28%	-25%	11%	-1.2%
CO/N=C/c1c(-c2ccc(Cl)cc2)nc2cc(C)ccn12	-0.2%	-0.2%	3%	9%	0.8%	-35%	10%	0%	-3.7%
Cc1ccc(S(=O)(=O)NC(C(=O)N2CCOCCOCCOCCOCC2)c2ccccc2)cc1 (stereo unspecified)	-0.6%	-0.1%	0%	-4%	1.5%	-21%	1%[20 µM]	1%	4.6%
CN1CCC(NC(=O)c2cc(-c3cccc(Br)c3)nc3ccccc23)CC1	-0.4%	-0.1%	0%	5%	0.2%	-12%	-35%	9%	2.1%
CCc1ccc(C(=O)CSC2=C(C#N)C(c3ccco3)C(C(C)=O)=C(C)N2)cc1 (stereo unspecified)	-0.1%	-0.1%	.	-10%	26%	36%	21%	.	0.1%
